D1 mod – D1 dopamine receptor (human) allosteric modulation; P21728; HEK293 D1, CRE-luciferase, dopamine EC30 potentiation; actives deviate in either direction; B-score at 10 µM; actives 5.9% (n = 58,000);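 active means luminescence count or its row- and column-corrected plate score outside the 99.7% band of the plate's sample wells, on either side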
Hsp90 inh – displaces geldanamycin probe from tumor Hsp90; NCI-N417 lysate Hsp90, Cy3B-geldanamycin FP displacement; P07900; inhibition, % at 30 µM; AID 429; actives 0.35% (n = 64,000);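 active means inhibition above 50%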;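 further: 0% = tracer plus lysate wells and 100% = tracer alone without lysate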
NADH enzymes – blocks coupling enzymes of NAD/NADH assays; coupled PK/LDH NADH assays, four targets; IC50, µM (series often up to 10 µM), for inactives: at the highest dose inhibition; actives 0.02% (n = 65,000); AID 774;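 active means single-dose screening hits from any of four coupled enzyme assays that gave an IC50 when retested across doses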;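 further: the DPM-DC format reads NADH fluorescence rather than 340 nm absorbance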
E coli RNAP – inhibitors of Escherichia coli RNA polymerase; P0A8V2; E. coli RNA polymerase, fluorescence transcription assay; inhibition, %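 (tested at 10 µM)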; actives 0.2% (n = 62,000); AID 559; in the data active means inhibition above about 20%;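 further: 0% = enzyme without compound and 100% = no enzyme blank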
M1 antag – M1 muscarinic receptor (rat) antagonism; P08482; CHO-M1 cells, Fluo-4 calcium, ACh EC80 antagonist mode; hits give low values; B-score at 10 µM; actives 3.4% (n = 64,000); AID 628;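 active means calcium fluorescence response, raw or row-and-column corrected B-score, differing from the plate sample mean either way at a set confidence level, mostly lower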
Target sequence (P08482 whole entry, looked up): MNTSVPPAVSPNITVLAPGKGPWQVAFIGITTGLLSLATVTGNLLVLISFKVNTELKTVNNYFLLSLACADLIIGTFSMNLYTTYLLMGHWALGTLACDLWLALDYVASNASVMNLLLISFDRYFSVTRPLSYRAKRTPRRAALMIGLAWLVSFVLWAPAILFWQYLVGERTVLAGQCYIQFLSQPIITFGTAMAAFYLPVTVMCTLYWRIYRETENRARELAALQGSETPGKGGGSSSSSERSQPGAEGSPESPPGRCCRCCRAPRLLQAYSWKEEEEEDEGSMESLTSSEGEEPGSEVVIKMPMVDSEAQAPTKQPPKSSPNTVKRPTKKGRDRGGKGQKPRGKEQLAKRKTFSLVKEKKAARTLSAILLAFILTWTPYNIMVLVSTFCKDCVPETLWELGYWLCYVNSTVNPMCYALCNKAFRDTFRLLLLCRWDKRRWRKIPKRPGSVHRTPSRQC
M1 agonist – activates the M1 muscarinic receptor | actives 3% (n = 64,000) | B-score at 10 µM | CHO-M1 cells, Fluo-4 calcium fluorescence, agonist mode; hits give high values;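 active means fluorescence rise, raw or as B-score row- and column-corrected plate score, outside the 99.7% band of its plate's samples, either direction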
Autofluor 339 – intrinsic fluorescence of library compounds, ex339/em460 – biochemical, MLSMR library, data from DPM-DC assay, artefact control, profiling panel | compound autofluorescence, ex339/em460 nm, NADH buffer; hits give high values; 1 = no-compound wells, NADH background | fluorescence fold increase at 10 µM | actives 5.5% (n = 65,000) | AID 709;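 active means at 10 µM, mean starting fluorescence two-fold or more over control wells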;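 further: signal is the first read of a kinetic run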
5HT1a ag – 5-HT1a (human) receptor agonism. P08908. CHO 5-HT1a Ga15 NFAT-bla reporter, FRET ratio; 0% basal, 100% maximal reference agonist. activation, % at 10 µM. actives 0.56% (n = 65,000);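 active means activation above the screen-wide mean activation plus 3 SD, cut at about 19% in these data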;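 further: 0% = DMSO wells and 100% = 5-CT at EC100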
Her2 expr inh – Her2 kinase expression inhibition; P04626; SKBR-3 HER2 protein level, AlphaScreen, 18-24 h; hits give low values; HER2 level % of control, % at 10 µM; actives 0.69% (n = 65,000);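 active means HER2 level under 5% of the carrier-only control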;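 further: 100% = DMSO carrier and 0% = 500 nM PU-H71 HSP90 inhibitor; lower value means stronger loss of Her2 protein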
* hit, by the source's call; / = no result given; [ ] = dose if it differs, or a comment.

SMILES | D1 mod | Hsp90 inh | NADH enzymes | E coli RNAP | M1 antag | M1 agonist | Autofluor 339 | 5HT1a ag | Her2 expr inh
COc1cccc(OCC(=O)NC2CCCCC2)c1 | 0.11 | 1 | 6% | 7 | 0.89 | 0.15 | 1 | -2.8 | 65
COc1ccc(N(CC(=O)N2CCN(c3ccccc3)CC2)S(=O)(=O)c2c(C)noc2C)cc1 | -1.1 | -3 | 1% | 5 | -0.11 | 0.0034 | 1.1 | 0.4 | 84
CCNc1nc(NC(C)C)nc(OCCNS(=O)(=O)c2cc(C)ccc2C)n1 | 2.5 | -6 | 10% | 8 | 0.1 | -0.36 | 1.1 | -1.1 | 106
CCOC(=O)N1CCN(C(=O)CSc2nnc(CNC(=O)c3c(F)cccc3Cl)o2)CC1 | -0.016 | 0 | 0% | 5 | 0.33 | 0.3 | 1.1 | -0.5 | 58
Cc1cc(=O)oc2cc(OCc3ccc(S(=O)(=O)N4CCOCC4)cc3)ccc12 | 0.75 | -2 | 1%[fluoresces] | 3 | 0.26 | -0.34 | 2.1* | 0.4 | 94
O=C1C2C3C=CC(C3)C2C(=O)N1CN(Cc1ccccc1)CN1C(=O)C2C3C=CC(C3)C2C1=O (centres undefined) | -0.78 | 0 | 6% | 2 | 0.82 | -0.7 | 1.1 | 0.1 | 100
O=C(c1ccc(-n2cnnn2)cc1)N1CCOCC1 | / | -5 | 3% | 12 | 0.49 | -0.56 | 1.1 | -0.8 | 91
O=C(CSc1nnc(-c2cccs2)n1CC1CCCO1)c1cc2ccccc2o1 (centres undefined) | / | -10 | 7% | -3 | -0.49 | 0.24 | 1.1 | -0.7 | 103
Cn1c(=O)c2c(nc(CN3CCN(c4ccccc4)CC3)n2Cc2ccccc2F)n(C)c1=O | 0.29 | 0 | 9% | 10 | 1.2 | 0.17 | 1.1 | -4.0 | 94
CCN(CC)CCNC(=O)C1CCC(=O)N1CCc1ccccc1 (centres undefined) | -0.47 | 0 | 7% | 1 | -1 | 0.41 | 1.1 | -3.3 | 83
CCOC(=O)c1cc2sc(C)cc2n1CC(=O)Nc1cccc(C)c1C | -0.7 | -8 | 2% | 3 | -0.37 | -0.43 | 1 | -2.0 | 100
CC(=O)N(Cc1cc(=O)[nH]c2ccccc12)c1cccc(C)c1 | 0.12 | -7 | 6% | 8 | -0.78 | -0.22 | 1.2 | -1.9 | 56
CCOC(=O)c1ccc(NC(=O)Cn2nnc3ccccc32)cc1 | / | -13 | 6% | -7 | 0.11 | 1.3 | 1.1 | -0.7 | 92
Cc1cc2cc(CNC(=O)CCC(=O)O)ccc2[nH]1 | 0.065 | -8 | 4% | 7 | -0.44 | 0.3 | 1.1 | -2.6 | 103
N[C@@H](C(=O)N[C@@H]1C(=O)N2C(C(=O)O)=C(Cl)CS[C@H]12)c1ccccc1 | -0.57 | -5 | 3% | 7 | -0.3 | -0.91 | 1.4 | -0.4 | 88

Ten entries from above, reformatted:
smiles,D1 mod,Hsp90 inh,NADH enzymes,E coli RNAP,M1 antag,M1 agonist,Autofluor 339,5HT1a ag,Her2 expr inh
O=C1C2C3C=CC(C3)C2C(=O)N1CN(Cc1ccccc1)CN1C(=O)C2C3C=CC(C3)C2C1=O (centres undefined),-0.78,0,6%,2,0.82,-0.7,1.1,0.1,100
O=C(c1ccc(-n2cnnn2)cc1)N1CCOCC1,/,-5,3%,12,0.49,-0.56,1.1,-0.8,91
O=C(CSc1nnc(-c2cccs2)n1CC1CCCO1)c1cc2ccccc2o1 (centres undefined),/,-10,7%,-3,-0.49,0.24,1.1,-0.7,103
Cn1c(=O)c2c(nc(CN3CCN(c4ccccc4)CC3)n2Cc2ccccc2F)n(C)c1=O,0.29,0,9%,10,1.2,0.17,1.1,-4.0,94
CCN(CC)CCNC(=O)C1CCC(=O)N1CCc1ccccc1 (centres undefined),-0.47,0,7%,1,-1,0.41,1.1,-3.3,83
CCOC(=O)c1cc2sc(C)cc2n1CC(=O)Nc1cccc(C)c1C,-0.7,-8,2%,3,-0.37,-0.43,1,-2.0,100
CC(=O)N(Cc1cc(=O)[nH]c2ccccc12)c1cccc(C)c1,0.12,-7,6%,8,-0.78,-0.22,1.2,-1.9,56
CCOC(=O)c1ccc(NC(=O)Cn2nnc3ccccc32)cc1,/,-13,6%,-7,0.11,1.3,1.1,-0.7,92
Cc1cc2cc(CNC(=O)CCC(=O)O)ccc2[nH]1,0.065,-8,4%,7,-0.44,0.3,1.1,-2.6,103
N[C@@H](C(=O)N[C@@H]1C(=O)N2C(C(=O)O)=C(Cl)CS[C@H]12)c1ccccc1,-0.57,-5,3%,7,-0.3,-0.91,1.4,-0.4,88

Screens as filed in PubChem.

Rows were taken by chance; any-hit rate near 16%.
